High-throughput results (PubChem BioAssay)
LMPTP block: blocks human LMPTP phosphatase; recombinant LMPTP-A, OMFP fluorogenic substrate, fluorescence intensity; 360,000 tested, 0.22% active; inhibition, % at 20 µM; P24666;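 active means compounds that cut the enzyme signal by at least half of the control window in the single-dose screen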;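 further: plate controls were DMSO wells with enzyme plus substrate for no effect and substrate without enzyme for full effect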
Target sequence (P24666 whole entry, looked up): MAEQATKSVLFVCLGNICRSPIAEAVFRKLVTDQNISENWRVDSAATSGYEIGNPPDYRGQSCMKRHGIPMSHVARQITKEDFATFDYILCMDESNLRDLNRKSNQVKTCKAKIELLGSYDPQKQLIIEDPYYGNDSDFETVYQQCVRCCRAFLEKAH
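Assay system: LMPTP-A enzyme. Input: 0.625 nM LMPTP-A final. Probe or stimulus: 400 µM OMFP. Compound dosing: single 20 µM dose. Schedule: 50 min dark incubation at room temperature. Detection: fluorescence intensity of OMFP turnover product. Read-out: percent inhibition versus substrate-only and uninhibited controls. Benchmarks: no-enzyme low control, uninhibited high control.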
NadD block: blocks S. aureus nicotinate mononucleotide adenylyltransferase. 360,000 tested, 0.78% active. AID 602399. purified NadD enzyme, colorimetric absorbance read-out. inhibition, % at 20 µM; in the data active means inhibition above about 26%; further: some compounds past the cut are filed as inactive
Scp-1 inhibitor: blocks human Scp-1 phosphatase activity; AID 493091; Recombinant Scp1, phosphopeptide, malachite green phosphate absorbance; inhibition, % at 20 µM; 340,000 tested, 0.88% active; Q9GZU7;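 active means inhibition above about 50% at 20 µM, limit read from the data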;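 further: plate controls were DMSO wells with enzyme for no effect and wells lacking enzyme for full effect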
Target sequence (Q9GZU7 76-261 limits assumed): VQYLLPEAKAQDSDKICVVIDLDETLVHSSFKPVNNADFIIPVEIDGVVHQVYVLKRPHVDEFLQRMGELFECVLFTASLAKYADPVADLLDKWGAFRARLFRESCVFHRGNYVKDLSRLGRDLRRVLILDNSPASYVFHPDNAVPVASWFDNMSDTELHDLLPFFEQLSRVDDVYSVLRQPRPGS
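Incubation: 45 min enzyme reaction at room temperature / System: truncated SCP-1 phosphatase (76-261aa) / Reagent: Phospho 17-mer peptide substrate / Buffer or medium: Acidic Tris acetate buffer with magnesium and detergent / Signal: absorbance at 630 nm / Doses: one concentration, 20 µM, with 1.0% DMSO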
Tb MetRS inh: blocks T. brucei methionyl-tRNA synthetase activity; 360,000 tested, 0.4% active; purified T. brucei MetRS, ATP depletion, Kinase-Glo luminescence; AID 624268; inhibition, % at 11.9 µM;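 active means inhibition above a per-plate cutoff of the control wells' mean inhibition plus 3 SD, cut at about 5.5% in these data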;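 further: 0% = DMSO wells median and 100% = median of wells with control inhibitor compound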
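Test system: purified T. brucei MetRS enzyme. Also added: ATP, methionine and E. coli bulk tRNA substrates. Compound: 11.9 µM single point. Schedule: 15 min enzyme-compound preincubation, 2 h reaction, 10 min detection, 25 °C. Signal: luciferase luminescence of residual ATP, Kinase-Glo. Evaluation: percent inhibition versus plate control medians. Controls: DMSO wells, low control.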
Neddyl block: blocks human cullin neddylation. TR-FRET cullin neddylation, biochemical. calls only at 25 µM. 360,000 tested, 0.58% active; in the data active means inhibition above about 36%
STEP block: blocks human striatal-enriched tyrosine phosphatase | P54829 | recombinant STEP, OMFP fluorogenic substrate, fluorescence | inhibition, % at 20 µM | 360,000 tested, 0.25% active | AID 588621;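 active means inhibition at 20 µM, scaled per plate between control wells, above about 37%, limit read from the data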;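 further: 0% = DMSO with enzyme and substrate and 100% = substrate only without enzyme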
Target sequence (P54829 whole entry, looked up): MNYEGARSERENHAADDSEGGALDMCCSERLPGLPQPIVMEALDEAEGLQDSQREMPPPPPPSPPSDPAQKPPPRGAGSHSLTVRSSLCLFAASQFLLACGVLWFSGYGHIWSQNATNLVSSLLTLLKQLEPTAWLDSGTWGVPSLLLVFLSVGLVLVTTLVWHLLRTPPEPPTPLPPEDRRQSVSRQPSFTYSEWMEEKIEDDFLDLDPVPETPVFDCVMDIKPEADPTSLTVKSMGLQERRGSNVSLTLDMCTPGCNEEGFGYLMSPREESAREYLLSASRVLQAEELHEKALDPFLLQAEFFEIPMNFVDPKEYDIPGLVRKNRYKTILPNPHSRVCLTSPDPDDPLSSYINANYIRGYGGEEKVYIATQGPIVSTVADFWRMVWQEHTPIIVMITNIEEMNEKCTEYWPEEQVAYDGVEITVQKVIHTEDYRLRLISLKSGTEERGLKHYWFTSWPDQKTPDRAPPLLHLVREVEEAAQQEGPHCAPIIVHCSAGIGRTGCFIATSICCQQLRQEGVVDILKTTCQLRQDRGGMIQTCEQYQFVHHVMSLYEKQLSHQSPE
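System: STEP phosphatase, cell-free reaction; Buffer or medium: Bis-Tris pH 6.0 buffer with DTT, detergent; Incubation: 20 min at room temperature, dark; Measured by: fluorescence, 480/540 nm.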
SKN-1 block: blocks SKN-1 activity in C. elegans. inhibition, % at 21.8 µM. 360,000 tested, 0.49% active. C. elegans VP596 Pgst-4::GFP/RFP ratio, acrylamide-induced, 24 h. AID 624304;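 active means interference check ratio from 0.5 to 1.5 plus GFP to RFP signal ratio inhibition reaching or exceeding a fixed threshold, cut at about 30% in these data, passing the limit was not always enough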; further: some compounds called inactive have numbers as strong as hits
CendR NRP1 mod: modulators of CendR peptide binding to human neuropilin-1; O14786; FAM-RPARPAR peptide binding to NRP-1, fluorescence polarization; inhibition, % at 25 µM; 360,000 tested, 0.85% active; AID 602438;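 active means inhibition or corrected inhibition above about 18%, plus a signal ratio from 0.5 to 1.5, limit read from the data, passing the limit was not always enough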; further: strong numbers were not always called active
SUMO1-SIM PPI: SUMO1-SIM interaction modulation | SUMO1 binding to a labelled peptide, TR-FRET, 1 h | 360,000 tested, 0.33% active | inhibition, % at 20 µM | P63165 | AID 602429; in the data active means inhibition above about 37%
Target sequence (P63165 whole entry, looked up): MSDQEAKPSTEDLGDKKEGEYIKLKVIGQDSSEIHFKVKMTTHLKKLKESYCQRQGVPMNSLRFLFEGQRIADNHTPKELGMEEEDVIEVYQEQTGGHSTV
DNMT1 block: blocks human DNA methyltransferase DNMT1; P26358; DNMT1 molecular beacon, Hinp1I cleavage, fluorescence; inhibition (reported as % activation of signal), % at 10 µM; 360,000 tested, 0.83% active; AID 588458; in the data active means inhibition above about 50%
Active calls of the source: *; i = inactive; · = not tested or not shown.

1. CCc1nc2ccc(C(=O)Nc3cc(-c4ccccc4)ccc3OC)cn2c1N(CC)Cc1cccc(Br)c1
2. CN(Cc1cccs1)C(=O)Cc1c[nH]c2ccccc12
3. CC(=O)[C@@H]1[C@@H](C)N(Cc2ccccc2)C(=O)N[C@H]1c1cccc(C(F)(F)F)c1
4. Cc1cccc(NC(=S)N(CCN(C)C)Cc2cc3cc(C)ccc3[nH]c2=O)c1
5. C/C=C(\C)c1nnc(NC(=O)c2ccco2)s1
6. Cc1cccc(OCCNC(=O)c2cc(C3CC3)nc3c2cnn3C(C)C)c1
7. O=C(COc1coc(CN2CCN(c3ccccc3F)CC2)cc1=O)NC1CCCC1
8. CCCn1c(SCC(=O)c2cc(C)n(C3CC3)c2C)n[nH]c1=O
9. CN(CC(=O)Nc1ccc2c(c1)CCC2)CC(=O)Nc1ccccc1Br
10. C/C(N)=C(/C#N)C(=O)COC(=O)[C@@H](NC(=O)c1ccccc1Cl)C(C)C

assay / compound | 1 | 2 | 3 | 4 | 5 | 6 | 7 | 8 | 9 | 10
DNMT1 block | -4 | -4 | 3 | -1 | 2 | -2 | -1 | 3 | -1 | -4
SUMO1-SIM PPI | -5 | 7 | 2 | 2 | 3 | -3 | 0 | 2 | 13 | -2
Scp-1 inhibitor | · | -2 | -6 | -4 | 3 | · | -3 | -5 | -3 | -3
Neddyl block | i | i | i | i | i | i | i | i | i | i
LMPTP block | 10 | -0.2 | 0.9 | 0.7 | -0.7 | -0.8 | -0.9 | -1.2 | 0.9 | 0.3
NadD block | 16 | -2 | 3 | 1 | -4 | -2 | 5 | -5 | 4 | -3
STEP block | 3 | -1 | 3 | -1 | -1 | -2 | 5 | -2 | -1 | -2
CendR NRP1 mod | -6 | -8 | 2 | 3 | 7 | 16 | -5 | -2 | 8 | 4
SKN-1 block | -4 | -9 | 1 | 3 | 6 | 14 | 17 | 4 | -4 | -10
Tb MetRS inh | -0.3 | -0.5 | -0.1 | 0.1 | -0.4 | -0.3 | 0.4 | 0.2 | 0.0 | -0.1

Shown as a markdown table: 3 of the compounds above
| no. | SMILES | DNMT1 block | SUMO1-SIM PPI | Scp-1 inhibitor | Neddyl block | LMPTP block | NadD block | STEP block | CendR NRP1 mod | SKN-1 block | Tb MetRS inh |
| --- | --- | --- | --- | --- | --- | --- | --- | --- | --- | --- | --- |
| 2 | CN(Cc1cccs1)C(=O)Cc1c[nH]c2ccccc12 | -4 | 7 | -2 | i | -0.2 | -2 | -1 | -8 | -9 | -0.5 |
| 3 | CC(=O)[C@@H]1[C@@H](C)N(Cc2ccccc2)C(=O)N[C@H]1c1cccc(C(F)(F)F)c1 | 3 | 2 | -6 | i | 0.9 | 3 | 3 | 2 | 1 | -0.1 |
| 4 | Cc1cccc(NC(=S)N(CCN(C)C)Cc2cc3cc(C)ccc3[nH]c2=O)c1 | -1 | 2 | -4 | i | 0.7 | 1 | -1 | 3 | 3 | 0.1 |

Remaining list, next part.
11. CCc1ccc(OCCOCC(O)CNC(C)(C)C)cc1 (stereo unspecified)
12. N#Cc1ccc(S(=O)(=O)N2CCCCC2c2cc(C(=O)NCc3ccccc3)no2)cc1 (stereo unspecified)
13. CCOC(=O)C(=O)NNc1ccccc1OC
14. Cc1nc2ccccc2c(=O)n1NC(=O)c1ccccc1Br
15. Cc1ccc(CSCCNC(=O)CN(c2cccc([N+](=O)[O-])c2)S(C)(=O)=O)cc1
16. CC1CCCCN1C(=O)c1ccccc1NC(=O)c1ccco1 (stereo unspecified)
17. O=Cc1ccnc(-c2ccc(OC(=O)c3ccco3)cc2)n1
18. O=C(COC(=O)CCCc1nc2ccccc2s1)NC(=O)NCc1ccco1
19. Cc1ccc(NC(=S)NCc2ccc(Cl)cc2)c(OC(F)F)c1
20. CN(CCc1ccccn1)C(=O)CCC1CCCN(C(=O)c2ccc3c(c2)OCCO3)C1 (stereo unspecified)

assay / compound | 11 | 12 | 13 | 14 | 15 | 16 | 17 | 18 | 19 | 20
DNMT1 block | 0 | 6 | 1 | 3 | -2 | 2 | -8 | 4 | 4 | 5
SUMO1-SIM PPI | -2 | -4 | 2 | 3 | -10 | 1 | 56* | 0 | 10 | 7
Scp-1 inhibitor | -5 | · | -14 | 0 | -13 | -5 | -9 | 11 | -2 | -7
Neddyl block | i | i | i | i | i | i | i | i | i | i
LMPTP block | -0.4 | -0.3 | -0.3 | -2.5 | 0.6 | 0.9 | 0.6 | 1.2 | 1.0 | -1.1
NadD block | 0 | -6 | -3 | -3 | -10 | -8 | 8 | -4 | -3 | -2
STEP block | 0 | -1 | -3 | -2 | -3 | -6 | 3 | -2 | 2 | -2
CendR NRP1 mod | -5 | 1 | -6 | -5 | 14 | -2 | -8 | -5 | 21 | 4
SKN-1 block | -9 | 4 | -10 | -13 | -2 | -17 | -4 | -5 | -8 | -16
Tb MetRS inh | -0.5 | -0.1 | -1.3 | -0.8 | -0.4 | 0.2 | 0.4 | -0.4 | -0.5 | -0.6

21. Cc1ccc(NC(=O)c2ccco2)nc1
22. CCC(=O)C1CCCN(C(=O)CCc2nnc(-c3ccc4c(c3)OCO4)o2)C1 (stereo unspecified)
23. O=S(=O)(NCCSCc1c(Cl)cccc1Cl)c1ccc2c(c1)OCCO2
24. CCOc1ccc(C(=O)NCCC(=O)N2CCC3(CC2)NCCc2[nH]cnc23)cc1
25. COc1ccc(N2CC(NC(=O)Nc3ccccc3)CC2=O)cc1 (stereo unspecified)
26. O=C(COc1ccccc1Cl)N1CCN(c2ncccn2)CC1
27. Cc1ccc2nc(N(CCCN(C)C)C(=O)c3cc(-c4cccs4)nc4ccccc34)sc2c1
28. O=C(Nc1ccc(Cl)cc1F)c1ccc(COc2c(F)c(F)c(F)c(F)c2F)o1
29. CSCCC(NC(=O)COc1ccccc1)C(=O)N1CCN(c2cccc(C(F)(F)F)c2)CC1 (stereo unspecified)
30. O=C(Nc1ccccc1N1CCOCC1)c1ccncc1

assay / compound | 21 | 22 | 23 | 24 | 25 | 26 | 27 | 28 | 29 | 30
DNMT1 block | 1 | 4 | -8 | 2 | 14 | 2 | -1 | 22 | -4 | 3
SUMO1-SIM PPI | 3 | 2 | 2 | -1 | 3 | 0 | -30 | 6 | 3 | -3
Scp-1 inhibitor | -7 | 11 | -12 | -4 | -10 | 9 | 7 | 1 | -7 | -3
Neddyl block | i | i | i | i | i | i | i | i | i | i
LMPTP block | -1.4 | -1.9 | 3.1 | -2.9 | -1.9 | -0.8 | -2.9 | 5.4 | 2.0 | -1.2
NadD block | 3 | -6 | -8 | -7 | -5 | -4 | 8 | 3 | -2 | -4
STEP block | 0 | -6 | 0 | 6 | 1 | -4 | 4 | 6 | -1 | -1
CendR NRP1 mod | 12 | 3 | 1 | 6 | -4 | -1 | 4 | -16 | -6 | 3
SKN-1 block | 3 | 5 | -19 | -15 | -4 | -1 | 2 | -19 | -1 | -18
Tb MetRS inh | -0.7 | -0.3 | -0.2 | -0.5 | 2.0 | 0.0 | -0.5 | -0.3 | 0.0 | -0.1

31. CN(C)S(=O)(=O)c1ccc(C(=O)Nc2ccccc2C(=O)NCCCN2CCOCC2)cc1
32. COC(=O)[C@@]12C[C@@H](CC(=O)NCCc3ccccc3OC)C(=O)N(Cc3ccco3)C1=CCC(C)(C)C2
33. NS(=O)(=O)c1ccc(NC(=O)COC(=O)CNC(=O)C23CC4CC(CC(C4)C2)C3)cc1
34. O=C(NC(=S)Nc1nc2ccc(F)cc2s1)c1ccco1
35. CC(=O)c1c(C)nc(C)nc1NC(=O)Cc1ccccc1
36. CN1C(=O)S/C(=C/c2cccnc2)C1=O
37. CCCn1c(N)c(C(=O)CN(C)CC(=O)Nc2ccc(C)cc2)c(=O)[nH]c1=O
38. Cc1cnc(C)c(N2CCN(Cc3nc(-c4ccc(C)o4)oc3C)CC2)n1
39. Cc1ccc(-c2cc(NC(=O)CSc3n[nH]c(N)n3)n(-c3ccccc3)n2)cc1
40. COc1cc(/C=C2\SC(=S)N(Nc3ccccc3)C2=O)ccc1O

assay / compound | 31 | 32 | 33 | 34 | 35 | 36 | 37 | 38 | 39 | 40
DNMT1 block | -3 | · | -2 | -2 | 0 | 3 | 0 | -1 | -13 | -22
SUMO1-SIM PPI | 2 | -2 | 3 | 4 | -2 | -26 | 8 | -5 | 0 | -16
Scp-1 inhibitor | 10 | · | -1 | -5 | -5 | 0 | -1 | -4 | -9 | -8
Neddyl block | i | i | i | i | i | i | i | i | i | i
LMPTP block | -0.1 | -0.5 | -0.4 | 2.6 | 0.5 | -1.6 | -0.4 | -0.5 | -0.5 | 4.5
NadD block | -5 | · | -8 | 7 | 11 | 7 | 0 | 0 | 3 | 5
STEP block | 2 | · | 0 | 0 | -1 | -1 | 0 | 0 | -1 | -7
CendR NRP1 mod | 2 | -3 | 5 | 6 | 9 | 0 | -5 | -9 | 9 | -186
SKN-1 block | -16 | -7 | 9 | 4 | 4 | -17 | 2 | -10 | -8 | 1
Tb MetRS inh | 0.1 | -1.1 | -1.2 | -0.6 | -0.7 | 0.2 | -0.1 | -0.3 | -0.6 | 0.2

41. CCc1cccc(CC)c1NC(=O)CSc1nnc(C2CC2)n1N
42. Cc1ccc(S(=O)(=O)Nc2ccc(S(=O)(=O)Nc3ncccn3)cc2)cc1
43. Cc1cc(C)nc(Nc2cccc(Cl)c2)n1
44. Cc1cc(C)n2ncc(C(=O)NCCc3ccccc3)c2n1
45. CS(=O)(=O)c1ccc(C(=O)Nc2cc(-c3ccccc3)nn2-c2ccccc2)cc1
46. Fc1ccccc1/C=C1\CCCC2=C1NC(=S)NC2c1ccccc1F (stereo unspecified)
47. CCC(CC)C(=O)Nc1nnc(S(=O)(=O)N(CC)c2ccc(OC)cc2)s1
48. COc1cc(C2NC(=O)NC(c3ccccc3)=C2C(C)=O)c(Cl)cc1OCC(=O)O (stereo unspecified)
49. Fc1cccc(/C=N/Nc2ccccn2)c1
50. O=C(NCCCn1ccnc1)c1ccc(Cl)s1

assay / compound | 41 | 42 | 43 | 44 | 45 | 46 | 47 | 48 | 49 | 50
DNMT1 block | 0 | 2 | -1 | 3 | -1 | -10 | -1 | 4 | 3 | 1
SUMO1-SIM PPI | -3 | 1 | 5 | 2 | -3 | 1 | -1 | 2 | -7 | -4
Scp-1 inhibitor | -5 | 6 | -5 | 0 | 0 | -3 | -15 | -3 | 3 | -8
Neddyl block | i | i | i | · | i | i | i | i | i | i
LMPTP block | -0.4 | -2.0 | 1.1 | -0.1 | 2.1 | 2.9 | 0.1 | -0.9 | 2.1 | -4.4
NadD block | 3 | -18 | -4 | 6 | -4 | 27 | -5 | 0 | 0 | 4
STEP block | 2 | 2 | -2 | 1 | 3 | 16 | -1 | 1 | -2 | -3
CendR NRP1 mod | 5 | -2 | 5 | -2 | -2 | 6 | -6 | -15 | 9 | 4
SKN-1 block | 19 | 1 | -12 | -3 | -3 | 24 | 4 | 10 | 5 | 15
Tb MetRS inh | -0.4 | -1.2 | 0.2 | 0.1 | -0.3 | -0.5 | 0.3 | 0.9 | -1.0 | -0.1
